S100A4 MyoIIA: blocks human S100A4 binding to myosin IIA peptide. S100A4/TAMRA-MyoIIA peptide fluorescence polarization. inhibition, % at 10.7 µM. 0.14% of 360,000 active. AID 652163;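 active = mean inhibition of at least 70% across replicates, with every replicate also reaching that level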
Target sequence (P26447 whole entry, looked up): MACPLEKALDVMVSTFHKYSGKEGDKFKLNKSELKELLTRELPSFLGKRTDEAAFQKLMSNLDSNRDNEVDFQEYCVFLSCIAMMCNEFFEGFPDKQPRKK
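Material: S100A4 monomer protein / Buffer or medium: 50 mM HEPES pH 7.2, 10 mM CaCl2, 100 mM KCl / Times: 5 min incubation before reading / Benchmarks: neutral control DMSO, positive control TFP / Reagent: labelled myosin peptide probe, 5 nM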
LGR2 inh: inhibitors of bursicon-induced Drosophila LGR2 receptor cAMP signaling | HEK293 LGR2, CRE-luciferase, bursicon-stimulated, 4 h | 0.35% of 380,000 active | inhibition, % at 9.99 µM;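 active = drop in luminescence signal, shown as inhibition above about 50% in the replicate tests, limit read from the data, passing the limit was not always enough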;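 note: agonist challenge used bursicon conditioned medium at about half maximal strength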
Xi reactivation: activators of X-chromosome reactivation in mouse fibroblasts; AID 743238; 0.055% of 360,000 active; XiGFP mouse fibroblasts, % GFP-positive cells imaging, 3 d; cells co-treated with 5-aza-dC sensitizer; scaled so ellipticine positive control = 100%; activation, % at 7.58 µM;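 active = mean normalized replicate activation at least 10% and every replicate at or above 10%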;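 note: 0% = median of on-plate neutral control wells and 100% = ellipticine 6 µM median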
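System: 68-5-11 XiGFP fibroblast line; Timing: 3 days compound exposure; Compound dosing: one concentration, pinned; Benchmarks: positive control ellipticine, 6 µM final; Buffer or medium: DMEM containing 5-aza-dC.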
Cneo AK release: Cryptococcus neoformans lysis via adenylate kinase release; C. neoformans lysis, adenylate kinase release luminescence, 4 h; normalised: neutral wells 0, clomiphene wells 100; lysis activity, % at 15 µM; 0.2% of 360,000 active;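 active = mean lysis activity across replicates of at least 80%, whatever share of replicates individually reach that level; inactive = mean lysis activity below 80%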
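Material: C. neoformans cells; Schedule: 4 h static compound exposure, 37 °C, read 1 h post-reagent; Measured by: adenylate kinase release luminescence; Read-out: signal increase indicating cell lysis; Controls: Clomiphene as positive lysis control.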
C2C12 statin: suppression of simvastatin myotoxicity; 0.78% of 330,000 active; C2C12 myotubes + simvastatin, ATP luminescence, 48 h; scaled: DMSO 0, geranylgeraniol control 100; rescue of ATP level, % at 7.49 µM; AID 602340;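 active = mean ATP rescue above about 67%, or every replicate alone reaching that limit, limit read from the data, passing the limit was not always enough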;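 note: myotubes were challenged with 10 µM simvastatin during compound exposure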
PGC1a acetyl inh: PGC1a acetylation modulation, inhibitor mode. U2OS PGC1a acetylation, AlphaScreen anti-acetyl-lysine; with virally co-expressed GCN5 acetyltransferase. 0.17% of 350,000 active. inhibition, % at 15.6 µM;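 active = every replicate shows inhibition of at least 40%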;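 note: 0% = neutral control wells and 100% = positive control wells; some results beyond the cut were filed as inactive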
SIRT5 inh: inhibitors of human sirtuin-5 desuccinylase. Q9NXA8. Purified SirT5, succinyl-peptide AMC, trypsin-coupled fluorescence. inhibition, % at 15 µM. 1.1% of 330,000 active; in the data active = inhibition above about 15%
Target sequence (Q9NXA8 whole entry, looked up): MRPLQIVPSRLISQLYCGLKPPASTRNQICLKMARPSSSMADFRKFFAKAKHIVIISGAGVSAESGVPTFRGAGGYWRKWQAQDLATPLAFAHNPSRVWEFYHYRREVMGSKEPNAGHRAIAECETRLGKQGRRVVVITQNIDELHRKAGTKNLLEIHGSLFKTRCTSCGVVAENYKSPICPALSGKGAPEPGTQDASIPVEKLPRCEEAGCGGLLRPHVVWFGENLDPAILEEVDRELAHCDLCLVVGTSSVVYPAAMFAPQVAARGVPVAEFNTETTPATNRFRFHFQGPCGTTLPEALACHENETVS
ERAP1 inh: blocks human ERAP1 aminopeptidase activity; Q9NZ08; recombinant ERAP1, Leu-AMC fluorescence, 60 min; inhibition, % at 10.7 µM; 0.15% of 340,000 active; AID 652197;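 active = mean replicate inhibition of at least 30%, or all replicates individually reaching that 30% level; inactive = mean below 30% and not every replicate reaching it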;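 note: 0% = neutral control wells and 100% = L-leucinethiol positive control wells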
The depositor's hits bear a star; / = no result given; & = joins results of further samples; ! = repeats disagree.

item	molecule	S100A4 MyoIIA	LGR2 inh	Xi reactivation	Cneo AK release	C2C12 statin	PGC1a acetyl inh	SIRT5 inh	ERAP1 inh
1	C[C@@H]1CCCCO[C@H](CN(C)C(=O)Nc2ccc3c(c2)OCO3)[C@@H](C)CN([C@H](C)CO)C(=O)c2cc(NS(=O)(=O)c3cn(C)cn3)ccc2O1	-8	11	-0.2	4	25	-8	2	-6
2	O=C(CCNC(=O)C1CCN(S(=O)(=O)c2ccc(F)cc2)CC1)Nc1nccs1	-1	-2	0.0	1	2	1	-4	-1
3	CN1CCN(c2ccc(C(=O)c3ccccc3)cc2[N+](=O)[O-])CC1	/	-7	-0.1	-1	-5	14	/	/
4	COc1ccc(CN2C(=O)CCC2(C)c2nnnn2-c2c(C)cccc2C)cc1OC (centres undefined)	-1	18	0.0	/	/	/	/	0
5	C[C@H]1CN([C@@H](C)CO)S(=O)(=O)c2ccc(C#CC3CC3)cc2O[C@H]1CN(C)Cc1ccccn1	3	-21	0.9	-2	18	-16	-2	2
6	Cc1cc(C(=O)Nc2cccc3c2O[C@H](CN(C)Cc2ccc(Oc4ccccc4)cc2)[C@@H](C)CN([C@H](C)CO)C3=O)n(C)n1	9	5	0.0	5	-48	-5	17*	1
7	CCn1c(=O)c2cc(C(=O)Nc3ccc(OC)cc3OC)sc2c2ccccc21	4	-6	0.1	/	/	/	-3	-5
8	CSCC[C@H](NC(=O)COc1cc2c(c3oc(=O)c(C)c(C)c13)CCC(C)(C)O2)C(=O)O	-7	-20	0.0	4	-4	-2	-59	-7
9	CN(C(=O)COC(=O)c1cccc(S(=O)(=O)N2CCCCCC2)c1)c1ccccc1	13	1	0.0	-1	10	-27	5	-4
10	O=C1CC(c2cccs2)CC(O)=C1C=NCCN1CCNCC1 (centres undefined)	0	-3	/	-2	20	0	1	-1
11	COCCOC(=O)N1C(=O)[C@@]2(c3cc(C#CC4=CCCCC4)ccc31)[C@H](c1ccc(O)cc1)N1[C@H](c3ccccc3)[C@H](c3ccccc3)OC(=O)[C@H]1[C@@H]2C(N)=O	6	/	/	-4	/	/	1	3
12	CCCN(C(=O)COC(=O)CCC(=O)c1ccccc1)c1c(N)n(Cc2ccccc2)c(=O)[nH]c1=O	1	23	0.0	1	2	5	-1	-4
13	O=C(c1cccc(C(F)(F)F)c1)N1CCN(S(=O)(=O)c2ccc(Cl)s2)CC1	7	-4	0.0	1	/	-15	-2	3
14	COc1cccc(-n2nnnc2SCC(=O)Nc2ccccc2OC)c1	4	13	0.0	-3	7	-17	1	6
15	COCC(=O)Nc1ccc2c(c1)C(=O)N(C)C[C@H](OC)[C@@H](C)CN(C(=O)c1cccnc1)[C@@H](C)CO2	-15	-8	0.0	0	2	2	2	0
16	Cc1noc(C)c1NC(=O)N(C)C[C@H]1Oc2ncc(C#CCN(C)C)cc2C(=O)N([C@@H](C)CO)C[C@@H]1C	-14	4	-0.3	2	15	-4	0	1
17	COc1ccc(/C=C(/NC(=O)c2ccc(OC)c(OC)c2)C(=O)NCCCn2ccnc2)cc1	2	3	0.3	1	6	-10	0	2
18	N#C[C@H]1[C@H](c2ccc(C3=CCCC3)cc2)[C@@H](CO)N1C(=O)NC1CCCC1	-9	13	0.0	-5	16	-14	2	1
19	CCCCC1CCC(C(=O)N(CC(C)C)c2c(N)n(CCCC)c(=O)[nH]c2=O)CC1 (centres undefined)	-7	-18	0.1	-13	-83	/	2	-1
20	O=c1ccc(-c2ccc(S(=O)(=O)N3CCN(c4cccc(Cl)c4)CC3)o2)n[nH]1	16	2	0.0	-1	-9	-2	-2	-5
21	O=C(Nc1cc(S(=O)(=O)N2CCOCC2)ccc1Cl)C1CCC1	15	-1	-0.1	-6	-11	/	-2	-9
22	CCC(C)[C@H](N)c1cn([C@@H](CCCCN)C(=O)N2CCNCC2)nn1 (some centres undefined)	18	15	0.1	8	5	8	-4	-1
23	CC(C)CC(C(=O)NC(C)(C)C)N(Cc1ccccc1Cl)C(=O)c1snc(C(N)=O)c1N (centres undefined)	-2	5	0.0	0	5	/	-1	-5
24	CNC[C@H]1OCCCC[C@@H](C)Oc2ccc(NS(=O)(=O)c3ccc(OC)cc3)cc2C(=O)N([C@H](C)CO)C[C@@H]1C	-2	-15	-0.1	2	-20	2	3	-5
25	C=CCOn1c(=O)c(-c2ccc(Br)cc2)[n+]([O-])c2ccccc21	-7	16	-0.1	5	4	6	-2	5
26	CCCN1CCOC(CC(=O)Nc2ccc([N+](=O)[O-])cc2)C1=O (centres undefined)	2	-15	0.0	/	2	16	-3	0
27	COc1cc(OC)c(C(=O)NCc2ccco2)cc1OC	18	11	0.1	-1	-2	/	0	-1
28	CCN1CCN(c2ccc(S(=O)(=O)N3CCOCC3)cc2NC(=O)c2ccc(C)cc2C)CC1	7	/	0.0	-2	22	2	-3	1
29	Cc1cscc1NC(=O)/C=C/C(=O)O	-5	/	0.0	0	8	0	-3	1
30	Oc1ccc(C2=NN(c3ccccc3)C(c3ccc(F)cc3)C2)cc1 (centres undefined)	-4	-14	0.1	-2	79	7	-4	-3
31	C[C@@H]1CN([C@@H](C)CO)C(=O)c2cc(NC(=O)CCCCCC(=O)Nc3ccccc3N)ccc2O[C@@H]1CN(C)S(=O)(=O)c1ccccc1	8	12	-0.3	/	/	-8	2	-1
32	COc1cc(OC)cc(C(=O)N2CCC(N3CCN(c4ccccc4OC)CC3)CC2)c1	5	2	0.0	/	/	/	24*	-5
33	COc1ccc(S(=O)(=O)N(C)C[C@@H]2Oc3ccc(NC(=O)C4CC4)cc3CC(=O)N([C@H](C)CO)C[C@@H]2C)cc1	-6	-18	0.1	1	-9	1	0	-2
34	CCOC(=O)c1cn2nc(Oc3ccc(NC(C)=O)cc3)ccc2n1	-2	-5	0.4	/	-9	/	-2	10
35	CC(C)NC(=O)N(C)C[C@H]1OCCCC[C@@H](C)Oc2ccc(N(C)C)cc2C(=O)N([C@H](C)CO)C[C@@H]1C	7&-3&0	3&9	0.0&0.4	45&-1&2	-2	5&6&-3	3&-7&-8	-1&2
36	O=C(N/N=C\C=C\c1ccc(Br)cc1)c1ccc2c(c1)OCO2	-4	17	0.0	33	-61	3	4	-4
37	COc1ccccc1NC(=O)CSc1nccc(=O)[nH]1	-1	0	/	0	12	-9	12	1
38	CCC(=O)N1CC2(C1)[C@@H](c1ccc(-c3ccccc3C)cc1)[C@@H](CO)N2C(C)=O	-3	-4	0.1	/	/	-1	1	-1
39	Fc1ccc(C2c3cccn3CCN2C(=S)Nc2cccc(Br)c2)cc1 (centres undefined)	-8	26	0.1	2	-8	10	0	-1
40	Cc1cc(S(=O)(=O)N2CCCC(C)C2)ccc1-n1cnnn1 (centres undefined)	2	0	-0.1	-1	0	1	2	0

The final 3 entries of the section above open the next one.
item	molecule	S100A4 MyoIIA	LGR2 inh	Xi reactivation	Cneo AK release	C2C12 statin	PGC1a acetyl inh	SIRT5 inh	ERAP1 inh
38	CCC(=O)N1CC2(C1)[C@@H](c1ccc(-c3ccccc3C)cc1)[C@@H](CO)N2C(C)=O	-3	-4	0.1	/	/	-1	1	-1
39	Fc1ccc(C2c3cccn3CCN2C(=S)Nc2cccc(Br)c2)cc1 (centres undefined)	-8	26	0.1	2	-8	10	0	-1
40	Cc1cc(S(=O)(=O)N2CCCC(C)C2)ccc1-n1cnnn1 (centres undefined)	2	0	-0.1	-1	0	1	2	0
41	COc1ccc2c3c(n(C)c2c1)[C@H](CO)N(C(C)=O)CC31CN(C(=O)c2cnccn2)C1	-3	-15	0.3	/	/	8	-3	5
42	Cc1cc(C)n(-c2cccc(Cl)c2C#N)n1	-4	/	0.1	-6	/	2	6	1
43	Cc1ccc(Nc2nc(N)nc(CCl)n2)c(C)c1	4	-44	0.0	/	/	4	0	0
44	CCCc1nc(SCC(=O)N2CCC(Cc3ccccc3)CC2)c2c(=O)n(C)c(=O)n(C)c2n1	-2	17*	-0.1	0	-7	-4	1	3
45	COc1cccc(-c2ccc(C3[C@@H]4CN(C(=O)C5CC5)C[C@H]3N4)cc2)c1 (some centres undefined)	-8&-3	62*!	0.2&0.3	/	/	-31&-57	5&1	-4&-4
46	CC1Oc2ccccc2N(CC(=O)NC2CCCCC2)C1=O (centres undefined)	-1	0	0.1	-3	15	/	-2	2
47	Cc1ccccc1NC(=O)C12CC3CCC1(C)C3(C)CO2 (centres undefined)	4	3	0.0	/	/	/	-5	6
48	CC(C)(C)CN1C(=O)C(=O)NC[C@H]1Cc1cccc2ccccc12	-2	6	0.0	1	5	/	/	2
49	COc1ccccc1CNC(=O)C(NS(=O)(=O)c1ccc2c(c1)oc(=O)n2C)C(C)C (centres undefined)	-6	-2	0.0	2	-5	-10	/	/
50	CCN(Cc1ccccc1)C(=O)Cn1c(C(C)O)nc2ccccc21 (centres undefined)	0	-13	-0.4	/	/	5	0	3
51	COc1ccc(CN(C)C[C@H]2OCCCC[C@@H](C)Oc3ccc(NS(=O)(=O)c4ccc(F)cc4)cc3C(=O)N([C@H](C)CO)C[C@@H]2C)cc1	13	17	0.0	-3	/	6	-4	4
52	O=C(C[C@H]1CC[C@H](NC(=O)C2CCOCC2)[C@H](CO)O1)NCC1CC1	0	-16	-0.1	/	/	-7	-1	-1
53	CCCN(CC(=O)Nc1ccccc1OC)C(=O)CNC(=O)c1ccc(C)s1	-3	10	0.0	0	22	7	-2	-4
54	CCCC(=O)Nc1ccc2c(c1)OC[C@H](C)N(C(=O)CC)C[C@@H](C)[C@H](OC)CN(C)C2=O	3	-2	0.4	-2	9	13	0	-2
55	CCOc1cccc(-c2cc(NCCc3ccccn3)n3nccc3n2)c1	5	-2	0.1	8	-12	0	/	-5
56	Cc1cccc(N2CN(Cc3cccnc3)CNC2=S)c1C	/	-35	-0.1	4	/	7	/	/
57	CCNC(=O)C[C@H]1CC[C@H]2[C@@H](COC[C@H](O)CN2C(=O)c2cccnc2)O1	-34	-6	0.3	1	4	3	0	-3
58	CN(C)C(=O)c1cccc(-c2ccc([C@@H]3[C@H]4CN(C(=O)C5CC5)CC(=O)N4[C@H]3CO)cc2)c1	-14	0	0.0	/	/	4	-1	-1
59	Oc1ccccc1N=Nc1nc(-c2ccccc2)c(-c2ccccc2)[nH]1	/	42	/	-3	-52	18	/	/
60	CN1CCC(=O)N([C@H](COc2ccccc2)Cc2ccccc2)CC1	1	2	0.2	0	-1	0	-1	12
61	CC(C)CC(=O)Nc1ccc2oc(-c3cccnc3)nc2c1	/	-47	/	-3	-10	4	/	/
62	O=[N+]([O-])c1ccc(Oc2ccc(S(=O)(=O)N3CCOCC3)cn2)cc1	-5	-2	0.0	0	7	18	5	0
63	O=C(CCNS(=O)(=O)c1ccccc1)NCCCSc1ccccc1	-13	4	1.7	6	0	2	3	0
64	Cn1c(=O)c(=O)n(C)c2cc(S(=O)(=O)NCc3ccc(Cl)cc3)ccc21	1	-1	-0.2	/	/	-10	-4	2
65	CCCCNC(=O)N1CCN(c2ccccc2OCC)CC1	1	-7	0.0	/	-5	5	5	3
66	Cc1noc(C)c1NC(=O)N(C)C[C@@H]1Oc2ccc(NS(C)(=O)=O)cc2CC(=O)N([C@@H](C)CO)C[C@@H]1C	/	1	0.2	-4	-20	1	/	/
67	CC(=O)NC12CC3CC(C1)CC(C(=O)Nc1cccc(S(=O)(=O)N4CCCCCC4)c1)(C3)C2	-2	3	0.4	4	-10	-13	4	0

This is a subset; the hit share may differ from the screen's.
